# High-throughput results: PubChem BioAssay, The Scripps Research Institute Molecular Screening Center
# M1 PAM = potentiates human M1 receptor response to acetylcholine. P11229. CHO-K1 hM1, Fluo-8 calcium fluorescence, ACh EC20; 0% = ACh EC20, 100% = maximal ACh. activation, % at 3 µM. 360,000 compounds, 0.088% hits. AID 588819; in the data active means activation above about 19%, passing the limit was not always enough
# TAAR1 agonist = human TAAR1 agonism; 360,000 compounds, 0.99% hits; activation, % at 3 µM; CHO RD-HGA16 TAAR1, Fluo-8 calcium fluorescence; vehicle wells 0%, saturating PEA agonist 100%; AID 624467;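 active means activation above the mean activation of all test compounds in the run plus 3 SD, cut at about 38% in these data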
# Target sequence (Q96RJ0 whole entry, looked up): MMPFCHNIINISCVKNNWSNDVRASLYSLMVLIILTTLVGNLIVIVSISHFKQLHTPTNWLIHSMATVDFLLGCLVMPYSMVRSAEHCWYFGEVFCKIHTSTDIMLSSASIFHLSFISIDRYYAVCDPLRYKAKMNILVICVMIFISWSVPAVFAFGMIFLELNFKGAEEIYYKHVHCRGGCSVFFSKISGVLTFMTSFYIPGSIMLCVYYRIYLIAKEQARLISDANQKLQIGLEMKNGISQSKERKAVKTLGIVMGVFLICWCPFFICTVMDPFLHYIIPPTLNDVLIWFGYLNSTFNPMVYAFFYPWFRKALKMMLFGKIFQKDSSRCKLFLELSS
#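 Repeats: no replicates (n 1) | Material: CHO-derived RD-HGA16 cells with stable Gα16 and human TAAR1 | Technique: Kinetic Fluo-8 calcium fluorescence | Schedule: 17-24 h seeding, 75 min 37 °C dye, 30 min RT | Evaluation: % activation from peak over basal fluorescence ratio, DMSO-to-PEA scaled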
# CHRM4 agonist = agonists of human muscarinic M4 receptor (CHRM4); 360,000 compounds, 0.14% hits; activation, % at 3 µM; CHO-K1 hM4/Gqi5, Fluo-8 calcium fluorescence; vehicle 0%, full acetylcholine response 100%; AID 624127; P08173;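 active means activation above the run mean over all test wells plus 3 SD, cut at about 32% in these data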;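 further: peak over basal fluorescence ratio per well then scaled between controls; 0% = DMSO wells and 100% = acetylcholine at EC100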
# CHRM1 antagonist = blocks human M1 muscarinic receptor. CHO-K1 hM1, Fluo-8 calcium fluorescence, ACh EC80 antagonist. AID 588852. inhibition, % at 3 µM. 360,000 compounds, 1.3% hits. P11229;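 active means percent inhibition above its own plate's cutoff, namely the mean of that plate's compound wells plus 3 SD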;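 further: peak over basal fluorescence ratio during 140 s after agonist addition; 0% = ACh EC80 plus DMSO and 100% = DMSO alone without agonist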
# M5 ag = agonists of human muscarinic M5 receptor (CHRM5). P08912. CHO-K1 hM5 cells, Fluo-8 calcium fluorescence; 0% DMSO wells, 100% maximal acetylcholine response. activation, % at 3 µM. 360,000 compounds, 0.19% hits. AID 624037;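 active means activation above the run's mean over test compounds plus 3 SD, cut at about 23% in these data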;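 further: signal is peak over basal fluorescence ratio across the kinetic read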
# Target sequence (P08912 whole entry, looked up): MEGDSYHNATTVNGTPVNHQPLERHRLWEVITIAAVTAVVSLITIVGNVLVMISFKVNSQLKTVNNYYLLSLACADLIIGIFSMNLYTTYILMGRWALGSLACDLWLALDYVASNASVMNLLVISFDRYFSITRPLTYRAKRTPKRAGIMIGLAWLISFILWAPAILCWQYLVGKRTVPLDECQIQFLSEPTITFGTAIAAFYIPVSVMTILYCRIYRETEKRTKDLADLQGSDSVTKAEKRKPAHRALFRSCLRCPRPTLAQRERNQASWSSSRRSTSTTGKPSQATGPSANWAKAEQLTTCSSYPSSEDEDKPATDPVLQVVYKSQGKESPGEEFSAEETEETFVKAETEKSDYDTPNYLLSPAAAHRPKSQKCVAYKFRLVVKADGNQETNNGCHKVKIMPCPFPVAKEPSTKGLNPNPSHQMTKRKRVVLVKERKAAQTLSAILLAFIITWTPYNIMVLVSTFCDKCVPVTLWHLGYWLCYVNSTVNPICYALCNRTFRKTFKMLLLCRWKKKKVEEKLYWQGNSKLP
# M1 ag = human M1 muscarinic receptor agonism. 360,000 compounds, 0.33% hits. CHO-K1 hM1, Fluo-8 calcium fluorescence, agonist mode; 0% DMSO, 100% acetylcholine EC100. activation, % at 3 µM. P11229;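 active means activation above the run's mean compound activation plus 3 SD, cut at about 16% in these data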;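 further: peak over basal fluorescence ratio within a 140 s kinetic read after compound addition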
# M5 PAM = CHRM5 positive allosteric modulation | activation, % at 3 µM | P08912 | CHO-K1 hM5, Fluo-8 calcium, ACh EC20 PAM; 0% = ACh EC20, 100% = ACh EC100 | 360,000 compounds, 0.3% hits;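 active means activation above the run cutoff, the mean activation of all test compounds plus 3 SD, cut at about 18% in these data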
#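 Measured by: Fluo-8 calcium fluorescence; material: human M5 receptor in CHO-K1 cells; schedule: Post-acetylcholine fluorescence recording 140 s; benchmarks: low control EC20 acetylcholine (0%), high control EC100 acetylcholine (100%); read-out: Max/basal fluorescence ratio as % of EC20–EC100 ACh window; compound: single dose, 3 µM nominal final test concentration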
# CHRM5 antagonist = antagonists of human muscarinic M5 receptor (CHRM5); P08912; CHO-hM5 cells, Fluo-8 calcium fluorescence, ACh EC80; inhibition, % at 3 µM; 360,000 compounds, 0.59% hits;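 active means inhibition above a per-plate cutoff, the mean of that plate's test compounds plus 3 SD, cut at about 27% in these data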;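 further: 0% = acetylcholine EC80 with DMSO and 100% = DMSO without agonist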
# CHRM4 antagonist = CHRM4 antagonism in calcium assay | CHO-hM4 cells, ACh EC80, Fluo-8 calcium fluorescence | inhibition, % at 3 µM | P08173 | 360,000 compounds, 0.73% hits;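 active means inhibition above its plate's cutoff, the mean inhibition of sample wells plus 3 SD, cut at about 27% in these data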;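 further: 0% = acetylcholine EC80 with DMSO and 100% = DMSO without agonist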
# * marks the source's active call; other numbers are inactive results. This is a subset; rates above refer to the full screens.
SMILES,M1 PAM,TAAR1 agonist,CHRM4 agonist,CHRM1 antagonist,M5 ag,M1 ag,M5 PAM,CHRM5 antagonist,CHRM4 antagonist
CCOc1ccc(-n2c(SCC(=O)Nc3ccc(OC)cc3)nc3sc4c(c3c2=O)CCN(C)C4)cc1,11,-1,1,-6,-4,-2,-2,7,-10
CC(C)n1ncc2c(C(=O)Nc3cccc(C#N)c3)cc(C3CC3)nc21,-19,5,17,23,-2,-1,-31,2,2
CCNc1nc(NC(C)C)nc(NS(=O)(=O)c2ccc(C)cc2)n1,6,-1,0,-13,-4,-3,3,2,-4
Cc1nc2ccccc2nc1CSc1nnc(N)s1,4,0,1,2,-2,-4,3,0,3
Cc1cc(C(=O)NCc2ccc3c(c2)OCO3)c(C)o1,8,4,0,-7,0,-2,4,0,6
O=C(NCCSCc1ccco1)Nc1ccccc1,12,1,2,-34,3,2,-5,-2,5
COc1ccc(-c2nc(CS(=O)(=O)CC(=O)NC3CCCCC3C)c(C)o2)cc1 (stereo unspecified),0,-1,1,-5,-4,-2,-4,7,7
Cc1ccc(C)c(OCc2cc(C(=O)N(C)Cc3nccn3C)no2)c1,-4,4,6,4,-3,-4,-2,-1,9
O=C(CN1C(=O)CCS(=O)(=O)c2ccccc21)Nc1cccc(F)c1,4,3,2,-5,0,-2,-6,6,2
CC1(C)Cc2c(sc(NC(=O)COc3ccccc3)c2C#N)C(C)(C)N1,5,2,3,-2,-3,-4,3,5,1
CC(=O)N=Cc1c(C)c(C#N)c(=O)n(C)c1O,7,9,2,-2,3,-2,6,-5,-7
COC(=O)c1ccc(N2C(=O)C3CC(C)=C(C)CC3C2=O)cc1 (stereo unspecified),8,1,1,-9,3,-4,-6,12,4
COc1cc2sc(-c3ccccc3OC)c(-c3ccc(O)cc3)c2cc1OC,10,1,3,-8,-6,-6,-11,17,0
Cc1ccc(Cn2nnc3c(=O)[nH]c(C4CCN(S(=O)(=O)c5ccc(C)cc5)CC4)nc32)cc1,11,2,3,-11,0,-8,-1,0,8
COc1ccc(/C=N/NC(=O)CCC(=O)Nc2ccccc2)cc1OC,-5,3,1,10,0,-5,4,-3,6
COCCN(CC(=O)Nc1cccc(C)c1C)C(=O)Cc1sc(C)nc1-c1ccc(F)cc1,10,8,2,-7,5,-2,-2,4,-6
CCCc1c(C)[nH]c2ccccc2c1=O,8,6,2,-6,-2,-4,2,-6,-7
Cc1cc(C)c2cc(C#N)c(SCC(=O)NCc3ccco3)nc2c1,1,4,-1,-8,-1,-8,-2,0,3
CC(C)c1ccc(COC(=O)CN2C(=O)NC3(CCCCC3C)C2=O)cc1 (stereo unspecified),-8,-3,5,5,0,2,-11,8,-6
O=C(NC(=S)NCC1CCCO1)c1cccc([N+](=O)[O-])c1 (stereo unspecified),4,1,0,0,-2,-4,1,4,3
COc1cccc(C(C)NC(=O)C2CCCO2)c1 (stereo unspecified),9,2,1,-15,-1,0,7,-1,6
CCC(C)[C@H](NC(=O)[C@@H]1CSC2c3ccccc3C(=O)N21)C(=O)N1CCCCC1 (stereo partly specified),8,-1,-1,-10,-5,-4,2,5,-4
COc1ccccc1C(=O)NC(=S)N1CCc2ccccc21,3,9,0,0,-7,-10,-11,2,1
Cc1ccccc1-n1c(SCC(=O)Nc2ccc3c(c2)OCO3)nnc1-c1ccccn1,13,16,3,-17,2,-3,2,-4,-6
COc1ccc(C(=O)Nc2ccc(N3CCOCC3)cc2)cc1S(=O)(=O)N1CCCC1,3,1,1,-6,5,-2,-2,2,-2
COc1ccccc1N1CCN(C(=O)c2sc3nc(-c4ccccc4)cn3c2C)CC1,-5,10,15,6,4,0,-5,-4,5
Cc1ccc(OCC(=O)N2CCC(Cc3ccccc3)CC2)c([N+](=O)[O-])n1,6,2,3,-2,-5,-5,0,5,-12
Cc1cc(=O)n2nc(N3CCCC(C(=O)NCc4ccccc4C)C3)sc2n1 (stereo unspecified),4,0,0,-10,-2,-6,-1,5,-15
CN1C(=O)N(C)C2(c3ccccc3)NC(=O)NC12c1ccccc1 (stereo unspecified),11,1,1,-14,-3,8,-3,7,5
O=C(OCCNc1nc(-c2ccccc2)nc2ccccc12)c1ccncc1,-3,10,9,10,-2,-9,-9,9,3
COc1ccc(N2CCN(S(=O)(=O)c3ccc4c(c3)NC(=O)CC(=O)N4)CC2)cc1,2,9,1,-1,-3,-2,0,-10,-3
CC1(C)CC(NC(=O)c2cccc(F)c2)CC(C)(C)N1,8,2,0,-11,-1,-4,4,11,-3
NC(c1csc(Nc2cnccn2)n1)C1CCCCC1 (stereo unspecified),12,6,4,-16,1,2,2,-8,-17
O=C1c2ccccc2C(=O)N1CCn1c(=O)oc2ccccc21,-10,3,1,14,0,-4,0,0,9
Cc1ccnc(NS(=O)(=O)c2ccc(CC(C)C)cc2)c1,-5,-3,2,5,-1,-11,1,4,1
Cc1nn(-c2ccccc2)c(Cl)c1/C=N/NC(=O)c1nn(C)cc1[N+](=O)[O-],14,-1,2,-16,-5,-4,4,-9,0
O=C(Nc1ccc(-n2cnnn2)cc1)c1cc(S(=O)(=O)N2CCCC2)ccc1Cl,1,6,14,-5,-1,-3,-3,-1,5
O=c1[nH]c(C2CCN(S(=O)(=O)c3ccccc3)CC2)nc2c1nnn2Cc1ccccc1,4,2,2,-5,-1,-6,3,-5,67*
CC(Oc1ccc(Cl)cc1Cl)C(=O)NNC(=O)C(=O)N1CCCCC1 (stereo unspecified),-6,1,1,11,0,-1,-4,0,13
O=C(O)/C=C/c1cn(-c2ccccc2)nc1-c1cc2ccccc2o1,5,2,2,-9,-11,-6,0,0,-7

# For reference, two of the compounds above.
SMILES,M1 PAM,TAAR1 agonist,CHRM4 agonist,CHRM1 antagonist,M5 ag,M1 ag,M5 PAM,CHRM5 antagonist,CHRM4 antagonist
COc1ccccc1C(=O)NC(=S)N1CCc2ccccc21,3,9,0,0,-7,-10,-11,2,1
Cc1ccccc1-n1c(SCC(=O)Nc2ccc3c(c2)OCO3)nnc1-c1ccccn1,13,16,3,-17,2,-3,2,-4,-6

# 5 entries drawn at random from the list so far:
SMILES,M1 PAM,TAAR1 agonist,CHRM4 agonist,CHRM1 antagonist,M5 ag,M1 ag,M5 PAM,CHRM5 antagonist,CHRM4 antagonist
COc1ccccc1C(=O)NC(=S)N1CCc2ccccc21,3,9,0,0,-7,-10,-11,2,1
COc1cccc(C(C)NC(=O)C2CCCO2)c1 (stereo unspecified),9,2,1,-15,-1,0,7,-1,6
Cc1cc(=O)n2nc(N3CCCC(C(=O)NCc4ccccc4C)C3)sc2n1 (stereo unspecified),4,0,0,-10,-2,-6,-1,5,-15
O=C(OCCNc1nc(-c2ccccc2)nc2ccccc12)c1ccncc1,-3,10,9,10,-2,-9,-9,9,3
O=c1[nH]c(C2CCN(S(=O)(=O)c3ccccc3)CC2)nc2c1nnn2Cc1ccccc1,4,2,2,-5,-1,-6,3,-5,67*

# The list goes on.
SMILES,M1 PAM,TAAR1 agonist,CHRM4 agonist,CHRM1 antagonist,M5 ag,M1 ag,M5 PAM,CHRM5 antagonist,CHRM4 antagonist
CC(C)C(=O)N1CCN(CCN2C(=O)c3cccc4cccc(c34)C2=O)CC1,5,0,3,-7,-3,-4,4,-3,6
CCCCC(=O)Nc1c2c(nn1-c1ccc(C)cc1)CS(=O)(=O)C2,5,-1,0,-1,-5,-1,0,4,-1
Cc1ccc2c(c1)C1CN(C)CCC1N2C(=O)c1cccc(S(=O)(=O)N2CC(C)CC(C)C2)c1 (stereo unspecified),-24,2,3,37*,-12,-8,2,2,-5
COc1ccc(C(=O)N(C)CCCC2CCCC2)cc1OC1CCN(C(C)=O)CC1,16,0,5,-22,1,-2,3,2,4
CC(=O)c1ccc(S(=O)(=O)NCCC(=O)NCCc2c[nH]c3ccccc23)cc1,2,1,6,5,1,-2,-6,16,8
COc1ccc(Br)cc1/C=N/NC(=O)Cn1nnnc1N,0,-1,1,1,3,-4,-5,13,-5
CC(C)c1nn2c(=O)cc(O)nc2s1,8,1,0,-9,0,-5,1,1,12
O=C(Nc1ccccc1)c1ccc(F)c(S(=O)(=O)N2CCOCC2)c1,3,11,10,2,2,-2,-7,0,-11
COc1ccc(/C=C2\SC(=S)N(CC(=O)NC3C=CS(=O)(=O)C3)C2=O)cc1 (stereo unspecified),4,3,1,2,-5,-4,3,0,0
COc1cccc(-c2sc3ccc(OC)cc3c2-c2ccc(OC)cc2F)c1,-3,0,0,6,0,-4,-7,4,1
CCN(CC)CC(O)c1ccc2ccc3ccc(O)cc3c2c1 (stereo unspecified),3,11,2,-9,0,-2,4,9,-1
COC(=O)[C@H](Cc1ccccc1)NC(=O)C1(OC(C)=O)CC(OC(C)=O)C(OC(C)=O)C(OC(C)=O)C1 (stereo partly specified),10,0,1,-4,-4,-1,0,5,1
CCCCCOc1ccc(CN2CCOCC2)cc1Cl,-3,27,1,8,-3,-4,-3,-7,-11
CCN(Cc1ccc2c(c1)OCO2)C(=O)/C=C/c1cccc(Br)c1,1,7,-1,-5,-5,-7,-4,13,3
O=C(CCl)N1c2ccccc2CCc2ccccc21,10,-1,0,-11,1,-5,3,-6,4
